High-throughput results: PubChem, Broad Institute
CFTR F508del cor: F508del CFTR correction, initial screen, CFBE line, single point; AID 720511, 2013; 350,000 compounds, 0.36% hits; CFBE cells, YFP halide quenching; stimulated with forskolin plus potentiator P3; % fluorescence drop versus neutral controls; activity (quench increase), % at 7.58 µM;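 active = mean added fluorescence quench of at least 8% versus neutral control, with both replicates also reaching 8%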;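 note: cells transiently co-express mutant CFTR-F508del with the halide-sensitive YFP; corrector assay measuring rescue of mutant channel to the surface after 24 h compound exposure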
Xi reactivation: activators of inactive X chromosome reactivation, primary screen, imaging, XiGFP fibroblasts, GFP high-content imaging, set 2. XiGFP mouse fibroblasts, % GFP-positive cells imaging, 3 d; cells co-treated with 5-aza-dC sensitizer; scaled so ellipticine positive control = 100%. activation, % at 7.58 µM. 360,000 compounds, 0.055% hits. AID 743238, 2013;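 active = mean normalized replicate activation at least 10% and every replicate at or above 10%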;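 note: 0% = median of on-plate neutral control wells and 100% = ellipticine 6 µM median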
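Material: SV40-immortalized XiGFP fibroblast cells, line 68-5-11 | Buffer or medium: DMEM containing 5-aza-dC | Dosing: One concentration, pinned | Times: 3 d treatment, 15 min room-temperature fixation | Controls: Ellipticine 6 µM positive control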
esBAF inh: Bmi1 luciferase reporter increase in mESCs, primary screen, esBAF inhibitor project, mouse ES cells, Bmi1 luciferase knock-in, single point; reporter increase, % at 12.5 µM; AID 602393, 2012; 24 h; 100% = twice the neutral-well signal; 350,000 compounds, 2% hits; in the data active = activation above about 40%;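 note: 0% = median of the plate's neutral control wells and 100% = double that signal; a rise in the Bmi1 reporter signal indicates esBAF inhibition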
ERAP1 HTS inh: human ERAP1 aminopeptidase inhibitors, primary screen, biochemical, single point, plate reader; recombinant ERAP1, Leu-AMC fluorescence, 60 min; 340,000 compounds, 0.15% hits; inhibition, % at 10.7 µM; Endoplasmic reticulum aminopeptidase 1 (Homo sapiens), Q9NZ08; AID 652197, 2013;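 active = mean replicate inhibition of at least 30%, or all replicates individually reaching that 30% level; inactive = mean below 30% and not every replicate reaching it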;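 note: 0% = neutral control wells and 100% = L-leucinethiol positive control wells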
RAD52 anneal inh: RAD52 DNA annealing inhibitors, primary screen, biochemical, FRET, single point, set 2. DNA repair protein RAD52 homolog (Homo sapiens), P43351. recombinant RAD52 DNA annealing, FRET fluorescence. inhibition, % at 18.7 µM. 360,000 compounds, 0.46% hits. AID 651710, 2012;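 active = every replicate showing at least 50% inhibition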
RAD54 branch: inhibitors of human RAD54 branch migration, primary screen, biochemical, fluorescence, single point; 360,000 compounds, 0.14% hits; DNA repair and recombination protein RAD54-like (Homo sapiens), Q92698; AID 602329, 2012; inhibition, % at 10.4 µM; RAD54 Holliday junction branch migration, FAM/BHQ fluorescence;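 active = mean normalized replicate activity at least 40 and at least half of replicates scoring 40 or more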;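 note: 0% = median of neutral control wells and 100% = median of positive control wells; inhibitors cause a drop in the FAM fluorescence signal; in these data hits start at about 50%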
Target sequence (Q92698 whole entry, looked up): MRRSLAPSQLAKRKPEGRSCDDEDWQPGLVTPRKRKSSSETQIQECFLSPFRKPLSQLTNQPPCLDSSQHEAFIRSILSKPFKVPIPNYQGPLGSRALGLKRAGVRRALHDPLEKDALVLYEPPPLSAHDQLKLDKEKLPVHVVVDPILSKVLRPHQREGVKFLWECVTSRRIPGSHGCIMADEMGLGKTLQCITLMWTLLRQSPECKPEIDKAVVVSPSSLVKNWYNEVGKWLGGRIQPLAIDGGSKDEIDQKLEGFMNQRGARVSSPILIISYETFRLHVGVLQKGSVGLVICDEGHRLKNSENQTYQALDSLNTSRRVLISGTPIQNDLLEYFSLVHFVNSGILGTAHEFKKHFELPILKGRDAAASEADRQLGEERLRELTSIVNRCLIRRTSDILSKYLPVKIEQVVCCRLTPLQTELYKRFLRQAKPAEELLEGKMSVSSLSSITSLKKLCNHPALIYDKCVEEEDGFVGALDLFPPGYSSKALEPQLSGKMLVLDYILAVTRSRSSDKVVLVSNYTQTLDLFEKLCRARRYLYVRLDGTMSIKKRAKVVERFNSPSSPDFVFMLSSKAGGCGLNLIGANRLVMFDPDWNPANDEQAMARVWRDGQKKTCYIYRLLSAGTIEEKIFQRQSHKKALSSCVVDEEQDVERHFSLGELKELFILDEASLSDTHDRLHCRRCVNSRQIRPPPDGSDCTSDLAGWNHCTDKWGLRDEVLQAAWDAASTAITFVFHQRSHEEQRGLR
ARNT TACC3 PPI: disruptors of ARNT/TACC3 protein interaction, primary screen, biochemical, AlphaScreen, single concentration; inhibition, % at 9.99 µM; AID 623870, 2012; AlphaScreen His-ARNT PAS-B/GST-TACC3 binding, luminescence; TACC3 fragment carries E629A point mutation; 390,000 compounds, 0.66% hits; Transforming acidic coiled-coil-containing protein 3 (Homo sapiens), Q9Y6A5;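 active = mean inhibition of replicates at least 50% and at least half of replicates each reaching 50%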;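 note: 0% = complete ARNT plus TACC3 wells and 100% = ARNT alone without TACC3; many hits fall short of the cut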
GSIS activator: GLuc luminescence reporter in INS-1E cells, primary screen for activators of glucose-dependent secretion of insulin. INS-1E GLuc reporter insulin secretion, 2-3 h. activation, % at 16.6 µM. 370,000 compounds, 0.61% hits;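 active = lowest replicate activation of at least 40%, so every replicate reaches that level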;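 note: 0% = median of neutral control wells and 100% = median of IBMX positive control wells; some compounds called inactive have numbers as strong as hits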
* hit, by the source's call; . = no result given.

SMILES	CFTR F508del cor	Xi reactivation	esBAF inh	ERAP1 HTS inh	RAD52 anneal inh	RAD54 branch	ARNT TACC3 PPI	GSIS activator
Cc1cccc(OCCC(=O)NNC(=O)c2ccoc2C)c1	0.9	-0.1	-8.6	-3.3	-8.0	-7.2	20.0	-4.6
C[C@H](CO)N1C[C@H](C)[C@H](CN(C)S(C)(=O)=O)Oc2cc(C#CCN(C)C)ccc2S1(=O)=O	-0.5	0.2	0.1	2.7	-9.6	1.1	-4.3	2.1
COc1cc(CNCc2cccc(OC)c2OC)cc(OC)c1	-1.5	0.2	-6.4	5.1	-9.7	-3.8	13.8	10.9
c1ccc(-c2cc3ccccc3[nH]2)cc1	-0.4	0.0	54.3*	-1.3	1.1	-2.3	2.9	3.8
Cc1ccc(N(CC(=O)NCc2ccc(F)cc2)S(=O)(=O)c2c(C)nn(C)c2C)cc1	-0.8	0.2	-3.2	0.0	3.6	-2.2	6.9	-44.1
COC(=O)C1(C(=O)OC)CCCCN(S(=O)(=O)c2ccc(C)cc2)CCC1	3.5	0.3	.	0.6	-6.8	.	.	-1.5
CCCc1cc(C(=O)Nc2cc(OC)ccc2OC)cs1	-0.2	-0.1	4.8	-0.2	-7.8	-6.7	-0.9	-23.2
C[C@@H]1CCCCO[C@H](CN(C)Cc2ccc(C(=O)O)cc2)[C@H](C)CN([C@@H](C)CO)C(=O)c2cc(N(C)C)ccc2O1	0.4	0.2	1.3	-0.2	-15.9	-2.7	-7.4	2.4
CN(Cc1nc(-c2ccccc2)no1)C(=O)c1ccco1	-0.8	0.4	8.3	0.7	-13.8	-6.5	-9.3	16.1
O=C(NCCc1cccc(F)c1)C1CCN(S(=O)(=O)c2ccccc2)CC1	1.6	0.0	10.8	-5.7	-7.6	5.2	-1.2	-14.1
C[C@@H]1CN([C@@H](C)CO)C(=O)c2cc(NC(=O)Nc3cccc4ccccc34)ccc2O[C@@H](C)CCCCO[C@@H]1CN(C)Cc1ccc(C(=O)O)cc1	-3.7	-0.2	-4.1	-4.7	-7.9	6.7	26.2	0.1
CN(c1ccc(F)cc1)S(=O)(=O)c1ccc(Cl)c(C(=O)OCC(=O)NCc2ccco2)c1	-2.6	0.4	-1.6	0.9	-33.9	2.5	0.0	-28.1
CC(C)(C)C(=O)c1c(N)[nH]c(C(=O)c2ccccc2)c1-c1c(F)cccc1F	-0.2	-0.1	.	0.0	-21.5	.	.	2.7
O=C1CCC/C1=c1\s/c(=C/c2cccnc2)c(=O)n1-c1ccccc1	4.6	0.1	-5.1	-0.2	-217.7	.	.	.
O=C(NC(=S)NC1CCCc2ccccc21)c1ccc(F)cc1 (stereo unspecified)	0.1	0.0	-9.3	0.8	5.3	-6.4	-8.0	2.0
C[C@@H]1CN([C@H](C)CO)C(=O)Cc2cc(NC(=O)Cc3cn(C)c4ccccc34)ccc2O[C@@H]1CN(C)C	0.4	0.0	4.9	0.0	-9.8	-10.0	-3.9	-8.0
CC(=O)Nc1cc(NC(C)=O)c(N=Nc2ccccc2)cc1C	-0.6	0.0	.	5.1	-1.8	.	8.5	5.7
O=C(C[C@@H]1CC[C@@H]2[C@H](COC[C@H](O)CN2CC2CC2)O1)NCC1CC1	-0.1	0.0	0.2	0.9	-4.1	-9.0	-13.6	7.3
CCc1ccc(OCCCC(=O)Nc2ccc(S(=O)(=O)Nc3cc(C)nc(C)n3)cc2)cc1	-1.8	0.1	4.5	-6.1	3.8	-7.5	-2.9	-22.9
C[C@@H]1CN([C@@H](C)CO)C(=O)CCCn2nncc2CO[C@H]1CN(C)Cc1ccccc1O	4.3	-0.1	.	1.0	-10.8	.	.	-1.3
O=C(NN1C(=O)/C(=C/c2cccnc2)SC1=S)C(c1ccccc1)c1ccccc1	-2.6	.	-11.4	-1.0	-5.1	.	-0.3	26.7
CC(C)Cc1ccc(/C=C/C(=O)N2CCCCC2)cc1	-1.3	0.0	.	7.2	-7.7	.	7.3	-6.9
CC(C)(C)[S@@](=O)N1Cc2cc(C(=O)NCCN3CCCC3)nc(-c3cccc(-c4cccc(C#N)c4)c3)c2[C@H]1CCO	-0.3	-0.1	5.2	1.8	15.2	20.4	3.7	-1.2
C/C=C/c1ccc([C@H]2[C@@H](CNS(C)(=O)=O)N(CC3CCCC3)[C@H]2CO)cc1	0.5	0.4	-10.6	2.8	-7.8	1.5	-0.2	-27.7
CC(=O)N(C)[C@H]1C[C@@H](c2ccccc2)N(C(C)=O)C[C@H]1CO	-5.3	0.2	5.5	.	-7.8	0.6	.	4.4

esBAF inh, entries above that show a hit.
Molecule | CFTR F508del cor | esBAF inh | ERAP1 HTS inh | RAD52 anneal inh | ARNT TACC3 PPI | GSIS activator
c1ccc(-c2cc3ccccc3[nH]2)cc1 | -0.4 | 54.3* | -1.3 | 1.1 | 2.9 | 3.8

For reference, part of the list above.
SMILES	CFTR F508del cor	Xi reactivation	esBAF inh	ERAP1 HTS inh	RAD52 anneal inh	RAD54 branch	ARNT TACC3 PPI	GSIS activator
COc1cc(CNCc2cccc(OC)c2OC)cc(OC)c1	-1.5	0.2	-6.4	5.1	-9.7	-3.8	13.8	10.9
c1ccc(-c2cc3ccccc3[nH]2)cc1	-0.4	0.0	54.3*	-1.3	1.1	-2.3	2.9	3.8
Cc1ccc(N(CC(=O)NCc2ccc(F)cc2)S(=O)(=O)c2c(C)nn(C)c2C)cc1	-0.8	0.2	-3.2	0.0	3.6	-2.2	6.9	-44.1
COC(=O)C1(C(=O)OC)CCCCN(S(=O)(=O)c2ccc(C)cc2)CCC1	3.5	0.3	.	0.6	-6.8	.	.	-1.5

The listing continues:
SMILES	CFTR F508del cor	Xi reactivation	esBAF inh	ERAP1 HTS inh	RAD52 anneal inh	RAD54 branch	ARNT TACC3 PPI	GSIS activator
O=C(COC(=O)/C=C/c1ccc(Cl)c(Cl)c1)NC1CCCC1	2.8	0.0	-7.3	2.5	-9.9	1.0	-3.9	3.6
COc1ccc(C2NC(=S)NC(C)=C2C(=O)N2CCOCC2)cc1 (stereo unspecified)	-1.4	0.0	.	0.6	-3.1	.	-1.6	18.8
Cc1noc(C)c1S(=O)(=O)Nc1ccc2c(c1)C(=O)N([C@H](C)CO)C[C@@H](C)[C@@H](CN(C)Cc1ccccc1)OCCCC[C@@H](C)O2	0.7	0.3	3.1	11.1	10.1	14.9	1.2	-16.5
CN1C(C(=O)Nc2ccc(C(=O)O)cc2)=C(O)c2ccccc2S1(=O)=O	0.8	0.0	-0.9	-4.5	-20.4	-8.5	0.4	0.2
CC=Cc1ccc2n(c1=O)C[C@H]1[C@H](CO)[C@@H](C(=O)OC)N(CCc3ccccc3)[C@@H]21 (mixture of isomers)	.	0.1	-4.1	-3.2	-14.3	-2.2	2.1	9.1
O=C(C[C@H]1C=C[C@@H](NC(=O)c2ccc3c(c2)OCO3)[C@@H](CO)O1)NCc1ccc(Cl)cc1	1.5	-0.6	.	1.3	-8.9	.	.	-5.8
CCCNC(=O)N1[C@H](CNC(C)=O)[C@H](c2ccccc2)[C@@H]1CO	0.8	0.1	2.3	.	.	-2.8	-9.5	9.8
CNC(=S)NNC(=O)c1ccccc1Cl	-2.7	0.0	.	-3.8	-1.4	1.2	.	.
O=C(c1cccnc1)N1C[C@@H]2[C@H](c3ccccc31)[C@H](CO)N2C(=O)C1CC1	-1.1	0.0	-1.7	-0.3	-8.4	-1.3	-1.0	3.1
Cc1cccc(NC(=O)Nc2ccc3c(c2)C(=O)N(C)[C@@H]2CC[C@H](CC(=O)NCc4ccccc4Cl)O[C@H]2CO3)c1	2.5	0.0	9.1	.	.	.	.	-7.5
CN(C(=O)CSCC(=O)Nc1ccc(Cl)cc1)C1CCCCC1	3.0	-0.1	.	2.9	-3.1	-11.3	-5.2	-15.4
O=S(=O)(c1cccc(F)c1)N1CCN(Cc2ccc(OCCO)cc2)CC1	-1.3	.	.	-1.0	18.3	-6.0	2.8	.
COc1ccc2cc(C3(C)NC(=O)N(CC(=O)NCC(F)(F)F)C3=O)ccc2c1 (stereo unspecified)	-3.1	0.0	0.6	0.1	-4.4	-9.2	-3.4	5.0
CCNC(=O)NC(C(=O)OC)C12CC3CC(CC(C3)C1)C2 (stereo unspecified)	.	.	.	4.8	-4.2	3.7	.	8.2
Oc1ccc(CN2CCCCC2)c2cccnc12	1.6	.	-13.9	-0.3	23.0	-4.5	79.7*	-5.1
Cc1cc(C(=O)OCC(=O)NC(C)C)c2ccccc2n1	-1.0	0.1	.	.	-12.4	-7.6	-4.7	26.2
COc1ccc(-c2nc3ccc(C)cn3c2Cc2ccsc2)cc1OC	3.0	0.0	-6.1	0.7	-24.5	0.9	.	10.6
O=C(COC(=O)COc1ccc(Cl)cc1Cl)NC1CCCCCC1	0.1	0.3	-6.9	1.1	-3.0	-14.4	.	-5.8
CC=Cc1ccc2n(c1=O)C[C@@H]1[C@@H](CO)[C@H](C(=O)Nc3ccc(-c4ccccc4)cc3)[C@H]2N1C(C)=O (mixture of isomers)	-0.4	0.0	.	.	24.2	.	.	-5.3
CCC(c1nnnn1-c1ccc2c(c1)OCCO2)N1CCN(C(=O)c2ccco2)CC1 (stereo unspecified)	0.3	-0.2	.	-3.5	5.0	.	.	-5.5
CCNC(=O)[C@H]1[C@H](CO)[C@H]2Cn3c(ccc(-c4ccc(F)cc4)c3=O)[C@@H]1N2C	0.7	0.5	-10.7	8.3	7.4	11.9	.	-2.3
O=C(COc1cccnc1[N+](=O)[O-])NCc1ccc2c(c1)OCO2	1.1	0.6	-1.4	.	-7.0	3.7	12.1	27.6
Cc1ccc(NC(=O)c2nc(S(=O)(=O)Cc3ccccc3C)ncc2Cl)cc1C	-3.3	0.0	-9.4	3.1	-21.4	-3.1	-0.5	-14.9
COC(=O)C[C@H]1CC[C@H]2[C@@H](COc3ccc(NS(=O)(=O)c4ccccc4F)cc3C(=O)N2C)O1	-0.9	-0.1	.	-0.1	1.3	.	.	7.2
CCOc1ccccc1NC(=O)c1ccc(NC(=O)C2CCCO2)cc1 (stereo unspecified)	0.3	0.0	4.3	1.5	-9.1	3.2	-4.6	10.0
CCCNC(=O)Nc1ccc2c(c1)OC[C@H](C)N(C(=O)C1CCOCC1)C[C@@H](C)[C@H](OC)CN(C)C2=O	1.0	0.0	-3.3	.	2.9	3.9	-0.2	4.3
COc1ccc(/C(C)=N/OCC(=O)N2CC3(C)CC2CC(C)(C)C3)cc1 (stereo unspecified)	3.8	0.1	-7.7	-1.3	-4.1	-2.8	-2.5	-10.4
COC(=O)Cc1nnn2c1[C@H](C)[C@@H](OC)c1ccccc1-2	0.7	0.1	.	0.1	-7.1	.	.	.
C[C@H](CO)N1C[C@H](C)[C@@H](CN(C)S(=O)(=O)c2ccc(Cl)cc2)Oc2c(NS(=O)(=O)c3ccc(Cl)cc3)cccc2C1=O	-4.8	0.1	1.6	-0.1	8.5	-4.9	11.6	-9.8
CCOC(=O)c1cc(-c2sc(NC(=O)c3ccccc3)nc2C)n(CCO)n1	0.5	-0.1	12.3	.	-2.4	.	.	-7.5
